Bioassay records as filed in PubChem.
PTHR1 ag = PTHR1 (human) receptor agonism; HEK293 GP2 PTHR1 cells, GloSensor cAMP luminescence, 1 h; Potency, µM (top dose mostly 115 µM), for the others: at the highest dose activation, usual class: activators; 0.075% of 410,000 active; further: nearly all actives have a fitted effect of over 55% in size; some results filed as inactive show a strong effect at the top dose; inactives centre near -15; many of its hits are not listed in these tables
Target sequence (Q03431 whole entry, looked up): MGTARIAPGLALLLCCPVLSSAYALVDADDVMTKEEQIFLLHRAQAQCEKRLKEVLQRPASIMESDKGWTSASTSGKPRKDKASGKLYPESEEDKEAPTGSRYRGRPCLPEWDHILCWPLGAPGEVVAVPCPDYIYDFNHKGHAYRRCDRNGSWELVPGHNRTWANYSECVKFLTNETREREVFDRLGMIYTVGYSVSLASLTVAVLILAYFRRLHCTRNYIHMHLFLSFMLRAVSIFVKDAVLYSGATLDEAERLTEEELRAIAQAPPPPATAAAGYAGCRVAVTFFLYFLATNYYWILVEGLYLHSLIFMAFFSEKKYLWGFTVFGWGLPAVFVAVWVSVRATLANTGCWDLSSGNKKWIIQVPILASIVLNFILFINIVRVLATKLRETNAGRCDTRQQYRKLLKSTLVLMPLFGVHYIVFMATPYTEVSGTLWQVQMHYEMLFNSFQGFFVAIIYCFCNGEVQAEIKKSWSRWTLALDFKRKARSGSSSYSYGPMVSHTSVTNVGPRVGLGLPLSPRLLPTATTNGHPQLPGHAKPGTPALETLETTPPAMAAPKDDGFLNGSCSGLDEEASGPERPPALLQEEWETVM
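HEK-293-derived GP2 cells expressing PTHR1 and a GloSensor cAMP reporter, 3,000/well, plated overnight, given luciferin plus IBMX (each 0.5 mM as added) for 1 h at 37 °C, then compound for 1 h at 37 °C. Luminescence was read after 15 min at room temperature.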
FUS suppressor = suppressors of FUS proteinopathy in yeast; AID 1347120; S. cerevisiae FUS-expressing, growth rescue, OD600, 24 h; 0.24% of 390,000 active; Potency, µM (top dose mostly 76.6 µM), for the others: top-dose growth rescue (activation), actives largely listed as activators;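 further: plate controls were DMSO vehicle for no effect and reference control for full effect; nearly all actives have a fitted effect of over 55% in size; some results filed as inactive show a strong effect at the top dose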
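S. cerevisiae expressing FUS from galactose induction served as the toxicity model. Growth after 24hr at 30C, read as absorbance at 600 nm, indicates suppression of toxicity; compounds dosed at several concentrations.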
TDP-43 yeast inh = rescues yeast growth from TDP-43 toxicity; TDP-43 expressing yeast growth rescue, BacTiter-Glo, 24 h; AID 652104; 1.8% of 410,000 active; Potency, µM (titrated, usually from 46.1 µM), inactives show at the top dose growth rescue (activation), actives largely listed as activators; further: % of control where 0% means no effect; nearly all actives have a fitted effect of over 50% in size
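Cell-based yeast growth screen: TDP-43 expression induced in galactose, inoculum OD600=0.02 after raffinose pregrowth to mid-log. Read-out BacTiter-Glo luminescence at 24 hr, 30 deg C; inhibition of toxicity seen as signal increase.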
Active calls of the source: *; i = inactive; ? = inconclusive; [ ] = another dose, or the depositor's remark. The call rests on the fitted dose curve; in most records, active means well fitted curve in the direction sought with a large enough effect; inconclusive means small, poorly fitted or top-dose-only effect, or another doubt; inactive means no such curve, though single readings can be large; an effect the other way counts as inactive or inconclusive. Potency means the concentration at half of the fitted maximal effect. The list is partial, so the mix of outcomes need not match the whole.

SMILES | PTHR1 ag | FUS suppressor | TDP-43 yeast inh
COc1ccc(-n2cc(C(=O)NCCc3ccc(C)cc3)c3ccccc3c2=O)cc1 | -25.0% | 34.5% | 17.8µM*
CCOc1ccc(NC(=O)c2sc3nc4c(c(-c5ccccc5)c3c2N)C(=O)CC(C)(C)C4)cc1 | -16.9% | -3.5% | 18.4%
O=C(NCc1ccccc1Cl)c1ccc2c(c1)N(Cc1ccccc1)CCS2 | -14.7% | 25.4% | 2.8%
CSc1ncc2c(n1)-c1ccccc1N(Cc1ccccc1C)S2(=O)=O | -1.9% | -24.4% | 18.6%
CC(C)OCCCNC(=O)CCCn1c(=O)[nH]c2ccsc2c1=O | -13.6% | -37.3% | 16.4%
Cc1cccc(NC(=O)CSc2cn(CC(=O)N3CCOCC3)c3ccccc23)c1C | 17.2% | 12.3% | 21.5%
O=C(Nc1ccc(OCc2cc(=O)n3c4c(sc3n2)CCCC4)cc1)c1ccccc1 | -77.3%[inhibitor] | -11.1% | ?
COc1ccccc1CCNC(=O)Cc1c(C)c2c(cc(C)c3c(C)coc32)oc1=O | i | -8.8% | -4.5%
CCC(C(=O)NCc1ccccc1)n1ncn2c(cc3occc32)c1=O (stereo not drawn) | i | 3.1% | 16.1%
Cc1ccc(NC(=O)[C@H](Cc2ccccc2)N2Cc3ccccc3C2=O)cc1 | -34.2%[inhibitor] | -20.6% | 18.4%
CCOC(=O)CNC(=O)c1cc2c(=O)n3cccc(C)c3nc2s1 | -38.4%[inhibitor] | -24.4% | 17.4%
COc1cc(OC)c(N(C)C(=O)c2cn(C3CCCC3)c(=O)c3c2c2ccccc2n3C)cc1Cl | -16.8% | 24.3% | 19.8%

Next section, starting with the last 2 of the part before.
SMILES | PTHR1 ag | FUS suppressor | TDP-43 yeast inh
CCOC(=O)CNC(=O)c1cc2c(=O)n3cccc(C)c3nc2s1 | -38.4%[inhibitor] | -24.4% | 17.4%
COc1cc(OC)c(N(C)C(=O)c2cn(C3CCCC3)c(=O)c3c2c2ccccc2n3C)cc1Cl | -16.8% | 24.3% | 19.8%
Cc1cccc(CSc2nc3ccncc3n2Cc2ccc(C(=O)O)cc2)c1 | ? | -11.7% | 14.6%
Cc1ccc2c(c1)N(C(=O)c1ccc(F)cc1)C(C)(C)CC2(C)c1ccccc1 (stereo not drawn) | -15.2% | ? | -9.7%
Cc1ccc(CNC(=O)CN2N=C(c3ccc(C)cc3)CCC2=O)cc1 | i | 16.9% | 24.1%
CCN(CC)c1ccc(C(=O)Nc2ccc3nc(N(CC)CC)cc(C)c3c2)cc1 | i | 14.4% | 12.0%
CCN(C(=O)c1ccc2c(=O)n3c(nc2c1)CCCCC3)c1cc(C)ccc1C | i | -5.4% | 9.4%
CN(C)c1ccc(C(CNC(=O)c2cccc(C(F)(F)F)c2)N2CCCC2)cc1 (stereo not drawn) | -1.2% | -7.4% | 17.8%
O=C(CSc1nc2c(oc3ccccc32)c(=O)n1Cc1ccco1)Nc1ccccc1Cl | -7.7% | -6.9% | 16.3%
Cc1ccc(C)c(CN2C(=O)c3ccccc3S(=O)(=O)c3ccc(C(=O)N4CCCC4)cc32)c1 | -25.2% | ? | 21.6%
COc1ccc(N2CCN(C(=O)Cn3cnc4sc(C)c(S(=O)(=O)N5CCC(C)CC5)c4c3=O)CC2)cc1 | 2.2% | -3.5% | 1.3%
Cc1cccc(N2CCN(C(=O)Cn3c(-c4cccs4)cc4ccccc43)CC2)c1C | i | 36.5% | 15.6%
Cc1cccc(-c2nc(SCCCOc3cc(C)c(Cl)c(C)c3)n3[nH]c(=O)cc3n2)c1 | i | 0.0% | 13.1%
COc1cccc(OCCn2c(-c3ccc(Cl)cc3)nc3ccccc3c2=O)c1 | i | -26.1% | 8.7%
CCOC(=O)C1CCCN(c2ncnc3c2cnn3-c2ccc(C)c(Cl)c2)C1 (stereo not drawn) | -4.8% | -6.8% | ?
Cc1ccccc1C(=O)NCCc1sc(-c2ccc(Cl)cc2)nc1C | i | 32.5% | 3.8%
COc1ccc(CNC(=O)C2CCN(Cc3nc(-c4ccc(OC)c(OC)c4)oc3C)CC2)cc1 | i | 10.7% | 14.1%
CCc1nn2c(=O)cc(COc3ccc(/C=C(\C#N)C(=O)Nc4ccc(C)cc4)cc3)nc2s1 | -18.1% | -27.2% | 4.2%
Cc1ccc(CNC(=O)c2cc3cc(C)ccc3n2C)cc1 | i | -4.0% | ?
COc1ccc(NC(=O)CCCn2c(=O)c3cccn3c3ccccc32)c(OC)c1 | i | ? | 6.1%
Cc1ccc(CNCc2ccccc2)s1 | -18.5% | -1.3% | -7.1%
O=C(Nc1ccc(Br)cc1)C(Cc1ccccc1)NS(=O)(=O)c1cccc2nsnc12 (stereo not drawn) | -23.3% | -0.5% | -9.2%
CCCCNC(=O)Cn1c(=O)cc(C)c2c(C)nn(-c3cccc(Cl)c3C)c21 | 3.7% | -4.1% | 2.0%
CCCCOC(=O)/C(C#N)=C\c1ccc(-c2ccc(Cl)cc2)o1 | i | -6.6% | 8.8%
Cc1cc2c(cc1S(=O)(=O)Nc1cccc(C(F)(F)F)c1)OCCN2C | -29.2% | -29.1% | 4.4%
CCOC(=O)c1[nH]c(C)c(CCC(=O)NCc2ccc(N(C)C)cc2)c1C | -17.8% | -6.9% | -1.2%[9.22 µM]
COc1ccccc1CCNC(=O)Cc1ccc(NC(=O)N2CCSc3ncccc32)cc1 | i | 13.9% | -3.3%
COc1ccc(-c2nnc(SCC(=O)Nc3ccccc3C)o2)cc1OC | i | 22.5% | ?
COc1ccc(N(Cc2cccs2)C(=O)Nc2cccc(Cl)c2)cc1 | -69.0%[inhibitor] | 21.8% | -5.9%
O=C(NCc1nc2cccnc2n1Cc1ccc(F)cc1)c1ccccc1C(F)(F)F | i | -0.5% | 8.7%
COc1ccc(CCNC(=O)c2c3c(nc4ccccc24)C(=O)N(C2CCCCC2)C3)cc1OC | -9.1% | 22.4% | 24.7%
CCOc1ccc(NC(=O)Cn2nnc(C(=O)Nc3ccc(OCC)cc3)c2N)cc1 | -21.7% | -26.1% | 8.4%
CCN(c1ccccc1)S(=O)(=O)c1ccc(F)c(C(=O)Nc2ccc(C)cc2)c1 | -6.9% | ? | -19.4%
Cc1ccc(C(=O)Nc2ccc3c(c2)n(C)c(=O)c(=O)n3C)cc1 | 0.9% | -3.5% | 0.7%
CCS(=O)(=O)NCCc1csc2nc(-c3ccc(C)cc3)nn12 | -15.3% | 5.5% | 18.4%
COc1cccc(-n2c(-c3ccco3)nc3c(cnn3-c3ccccc3C)c2=O)c1 | -14.5% | 32.9% | -14.9%
Cc1cccc(C(=O)Nc2ccccc2OCc2cc(=O)n3cc(C)ccc3n2)c1 | i | -14.5% | 16.3%
O=C(Cn1c(-c2cccs2)cc2cc(Cl)ccc21)NCc1ccccc1 | i | -13.9% | 2.8%
Cc1cc(=O)n2nc(N(C)CC(=O)NCc3ccccc3C)sc2n1 | i | -4.3% | 6.2%
O=C(Cn1c(=O)n(Cc2ccc(C(=O)NCc3ccc4c(c3)OCO4)cc2)c(=O)c2ccccc21)Nc1ccccc1F | i | 41.7% | 13.7%
CCCCN(CC)C(=O)c1cc2c(=O)n3cccc(C)c3nc2n1C | -9.7% | 24.7% | ?
CCN(CC)CCNC(=O)C1CCCN(c2nnc(C)c3c(C)n(-c4ccc(Cl)cc4)nc23)C1 (stereo not drawn) | i | -6.5% | 13.9%
CC(Sc1ncc(S(=O)(=O)c2ccc(C(C)C)cc2)c(N)n1)C(=O)Nc1ccccc1 (stereo not drawn) | -25.8% | ? | 25.7%
CCCn1c2ccccc2c2cnn(CC(=O)Nc3ccccc3OC)c(=O)c21 | -35.5%[inhibitor] | ? | ?
CCOC(=O)c1cc(-c2ccc(C)cc2)n(CC(=O)Nc2cc(C)ccc2C)c1C | -16.1% | -2.0% | 18.1%
COc1cn(CC(=O)Nc2ccc(C)cc2)c(CN2CCCCC2)cc1=O | i | -11.3% | 15.5%
Cc1scc(CN2CCN(c3ccccc3F)CC2)c1C | -33.9%[inhibitor] | -27.3% | ?
O=C(NCCN1CCCCC1)c1ccc(Cn2c(SCc3ccccc3)nc3cccnc32)cc1 | -2.8% | 2.5% | -0.3%
Cc1ccc(OCCOCCn2c(-c3ccc(Cl)cc3)nc3ccccc3c2=O)cc1 | i | -15.4% | 18.9%
CCc1ccccc1NC(=O)c1cc2sc(Cl)cc2n1CC | -12.9% | -19.3% | -6.9%

Grouped by structure: the entries above with a cyano group.
SMILES | PTHR1 ag | FUS suppressor | TDP-43 yeast inh
CCc1nn2c(=O)cc(COc3ccc(/C=C(\C#N)C(=O)Nc4ccc(C)cc4)cc3)nc2s1 | -18.1% | -27.2% | 4.2%
CCCCOC(=O)/C(C#N)=C\c1ccc(-c2ccc(Cl)cc2)o1 | i | -6.6% | 8.8%

The list goes on.
SMILES | PTHR1 ag | FUS suppressor | TDP-43 yeast inh
Cc1ccc(C(=O)Nc2ccc3c(c2)N(C)C(=O)c2ccccc2S3)cc1F | -22.4% | ? | 27.1%
CCC(C(=O)NC1CCC(C)CC1)n1nc(C)c2sc3ccccc3c2c1=O (stereo not drawn) | -7.5% | 1.5% | 8.9%
Cc1ccc(NC(=O)c2ccc(N(Cc3ccccc3)S(C)(=O)=O)cc2)cc1 | -52.3% | 40.5% | 24.8%
Cc1ccc(C)c(Cn2c(=O)n(CCc3ccccc3)c(=O)c3c(C)c(C)sc32)c1 | i | -19.6% | 17.6%
CC(=O)c1ccc(NC2=NS(=O)(=O)c3ccccc32)cc1 | i | 9.1% | 10.3%
O=C(NCc1cccc(Cl)c1)c1ccc2nc(N3CCCCC3)sc2c1 | -77.7%[inhibitor] | -8.1% | 14.9%
CCOC(=O)c1cnc2cc(-c3ccc(Cl)cc3)nn2c1-c1ccccc1 | -23.0% | 7.9% | 2.6%
Cc1nnc(N2CCCC(C(=O)NCc3ccccc3)C2)c2nn(-c3ccccc3)c(C)c12 (stereo not drawn) | -15.6% | -21.4% | 13.9%
Cn1cnc(S(=O)(=O)N2CCCC(C(=O)Nc3ccc(F)cc3Cl)C2)c1 (stereo not drawn) | i | 4.5% | 24.3%
Cc1cccc(OCC(=O)Nc2c(C(=O)N3CCN(c4ccccc4)CC3)oc3ccccc23)c1 | i | -29.5% | 22.0%
O=S(=O)(NCCc1csc(-c2ccc(F)cc2)n1)c1ccc(F)cc1F | -91.9%[inhibitor] | 43.9% | 2.82µM*
COc1ccccc1NC(=O)Cn1c(SCC(=O)NCc2ccccc2)nc2ccccc21 | -14.9% | 6.4% | 8.0%
CCN(CC)c1ccc(-c2nc(-c3ccccc3C)no2)cc1[N+](=O)[O-] | -19.5% | 2.6% | 1.7%
Cc1nn(-c2ccc3nncn3n2)c(C)c1CCC(=O)Nc1ccc(OC(F)(F)F)cc1 | -15.5% | -22.8% | -6.8%
COc1ccc(CCNC(=O)c2cnc3sc(N4CCOCC4)nn3c2=O)cc1OC | i | 4.5% | 4.8%
CCOc1ccccc1N1CC(c2nc3ccccc3n2CCCCOc2cc(C)ccc2C)CC1=O (stereo not drawn) | i | 12.9% | 8.6%
Cc1cccc(NC(=O)c2ccc3c(O)c(S(=O)(=O)c4ccccc4)c(=O)[nH]c3c2)c1C | i | -8.1% | 7.9%
CCc1nc2ccccc2n1CCCCOc1ccc(Cl)cc1 | i | -13.9% | 24.7%
Cc1nnc(N2CCCC(C(=O)NCCc3ccc(Cl)cc3)C2)c2nn(-c3ccccc3)c(C)c12 (stereo not drawn) | -67.6%[inhibitor] | -19.3% | 0.0%
COc1ccc(Br)cc1CNC(=O)c1cnc2sc(N3CCCCCC3)nn2c1=O | i | -0.1% | 16.3%
CCC(CC)C(=O)Nc1cccc(-c2nc3cccnc3s2)c1C | ? | 10.2% | -5.4%
COc1ccc(CC(=O)N2CC(=O)Nc3ccc(Br)cc3C2c2ccc(F)cc2)cc1OC (stereo not drawn) | -22.0% | 33.8% | -19.6%
CCOc1ccc(Cn2c(CNS(=O)(=O)c3cccc(Cl)c3)nc3cccnc32)cc1 | -19.6% | -17.1% | 18.9%
Cc1cccc(C)c1NC(=O)Cn1c(SCC(=O)NCc2ccccc2)nc2ccccc21 | -35.0%[inhibitor] | 23.3% | 26.4%
CC(C)CCOc1ccc(Cn2c(=O)sc3ccccc32)cc1 | -39.3%[inhibitor] | 6.6% | 15.1%
CCN1CCc2c(sc(-n3cccc3)c2C(C)NC(=O)Nc2cc(Cl)c(OC)cc2OC)C1 (stereo not drawn) | -22.7% | 39.0% | -4.4%
Cc1ccc(NC(=O)C2Cc3ccccc3N2C(=O)c2ccccc2)cc1Cl (stereo not drawn) | -29.9% | -25.3% | 12.2%
O=C(Cn1c(=O)n(Cc2ccc3c(c2)OCO3)c(=O)c2oc3ccccc3c21)Nc1ccc(F)cc1 | -5.9% | -21.9% | 19.4%
Cc1cccc(NC(=O)CSc2nnc(N)s2)c1 | 11.1% | 7.4% | -1.1%
